# Bioassay records: PubChem BioAssay, several laboratories
# NR2E3 ag-1: NR2E3 agonists in two-hybrid cells, primary screen, cell-based, luminescence, CHO-S, Gal4-NCOR/VP16-NR2E3 | Photoreceptor-specific nuclear receptor (Homo sapiens), Q9Y5X4 | luciferase | inhibition of corepressor binding, % at 3.98 µM | hit rate 0.35% among 360,000 | AID 602229, 2012;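 active means inhibition above the mean of all tested compounds plus 3 SD, cut at about 70% in these data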;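 further: 0% = DMSO with NR2E3 transfected cells and 100% = cells lacking NR2E3 construct; higher means lower luciferase signal from less NR2E3 corepressor binding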
# Target sequence (Q9Y5X4 whole entry, looked up, the tested form may be a part): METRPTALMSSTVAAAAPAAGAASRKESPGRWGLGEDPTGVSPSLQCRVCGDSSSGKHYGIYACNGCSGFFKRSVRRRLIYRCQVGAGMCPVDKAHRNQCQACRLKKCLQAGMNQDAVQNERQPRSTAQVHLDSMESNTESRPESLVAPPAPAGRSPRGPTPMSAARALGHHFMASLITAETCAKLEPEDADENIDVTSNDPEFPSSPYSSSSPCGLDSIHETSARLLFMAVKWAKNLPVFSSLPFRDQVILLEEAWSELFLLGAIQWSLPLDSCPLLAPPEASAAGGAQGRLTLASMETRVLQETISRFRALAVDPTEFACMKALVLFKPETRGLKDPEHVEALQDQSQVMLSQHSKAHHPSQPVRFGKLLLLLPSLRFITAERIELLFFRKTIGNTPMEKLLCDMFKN
# TRPM1 prom inh: inhibitors of MITF-dependent TRPM1 promoter reporter, primary screen, cell-based, SK-MEL-5, single point, luciferase; hit rate 0.83% among 330,000; SK-MEL-5 TRPM1 promoter luciferase, 24 h; inhibition, % at 12.5 µM;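 active means mean inhibition across replicates of 60% or more, whatever share of single replicates reaches that level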; further: values of inactives mirror those of a sister screen read the other way
# KKLEB tox: cytotoxicity in KKLEB CF airway cells, primary screen, cytotoxicity control for CF NF-kB inhibitor project, cell-based, uHTS, fluorescence assay plates; KKLEB CF airway cells viability, ATPlite luminescence, overnight; active compounds read low; cells stimulated with P. aeruginosa culture filtrate; activity change (cytotoxicity), % at 5 µM; hit rate 0.36% among 360,000;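 active means corrected activity change at or below -50% at 5 µM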
# Shn3 inh set2: reduction of Shn3 3'UTR firefly luciferase signal, primary screen, Schnurri-3 inhibitor project, cell-based, Clone20 osteoblasts, set 2; Clone20 osteoblast Shn3 3'UTR firefly luciferase, 24 h; inhibition, % at 12.5 µM; hit rate 0.52% among 360,000; AID 588674, 2011;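 active means mean inhibition of at least 75% with every replicate also reaching 75%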;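 further: 0% = median of neutral control wells and 100% = pilot-screen positive control compound; some compounds past the cut are filed as inactive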
# PDI inh: inhibitors of human PDI, primary screen, biochemical, turbidity, single point, plate reader; Protein disulfide-isomerase (Homo sapiens), P07237; PDI insulin aggregation turbidity, A650, 90 min; inhibition, % at 10 µM; hit rate 0.052% among 350,000; AID 588391, 2011;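 active means mean inhibition across replicates of 30% or more, whatever share of single replicates reach that level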;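 further: absorbance from insulin aggregation driven by PDI reduction with DTT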
# Target sequence (P07237 whole entry, looked up): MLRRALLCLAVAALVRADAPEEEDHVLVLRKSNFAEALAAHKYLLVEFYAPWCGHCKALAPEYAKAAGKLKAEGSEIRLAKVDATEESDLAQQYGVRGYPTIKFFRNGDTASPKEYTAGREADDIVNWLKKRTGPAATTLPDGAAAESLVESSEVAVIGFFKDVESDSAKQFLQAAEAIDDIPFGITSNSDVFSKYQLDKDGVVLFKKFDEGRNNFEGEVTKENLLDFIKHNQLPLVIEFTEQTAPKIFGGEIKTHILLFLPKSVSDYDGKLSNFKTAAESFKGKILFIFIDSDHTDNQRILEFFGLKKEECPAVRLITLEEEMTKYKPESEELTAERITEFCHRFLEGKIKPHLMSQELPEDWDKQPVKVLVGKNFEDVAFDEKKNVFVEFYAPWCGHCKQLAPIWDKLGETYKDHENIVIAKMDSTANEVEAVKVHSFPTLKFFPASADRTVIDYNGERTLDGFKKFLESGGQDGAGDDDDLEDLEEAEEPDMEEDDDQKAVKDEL
# CF NFkB inh: inhibitors of PAF-induced NF-kB signaling, primary screen, cell-based, GFP fluorescence, uHTS; KKLEB NF-kB-GFP reporter, GFP fluorescence overnight; inhibition, % at 5 µM; hit rate 0.86% among 360,000; AID 588850, 2011;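 active means at least 50% inhibition at 5 µM, scaled per plate between neutral and stimulator controls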;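 further: PAF is a Pseudomonas aeruginosa culture filtrate used as stimulus; plate controls were PAF-stimulated DMSO wells for no effect and unstimulated DMSO wells for full effect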
# Peg3 prom inh: Peg3 promoter-driven luciferase inhibitors, primary screen, cell-based, HeLa, luciferase luminescence | HeLa PEG-Prom luciferase reporter, overnight | inhibition, % at 20 µM | hit rate 1.7% among 360,000 | AID 588405, 2011;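 active means inhibition of at least 50% at 20 µM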
# Vif imaging: HIV Vif self-association inhibitors, primary screen, imaging, HEK293T, single point; inhibition, % at 7.49 µM; hit rate 0.35% among 340,000; HEK293T cells, Vif self-association by quenched fluorescence, 24 h; in the data active means inhibition above about 50%, passing the limit was not always enough; further: some results filed as inactive read as strong as hits
# CaV13 FRET inh: Primary screen for inhibitors of IQ motif and Ca2+-dependent inactivation inhibitor domain binding in CACNA1D, Förster resonance energy transfer in living cells, …. HEK cells, CFP/YFP FRET ICDI-IQ, plate reader, 10 min; percent FRET-ratio fall versus neutral wells. inhibition, % at 12.3 µM. AID 743397. hit rate 0.098% among 340,000;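 active means mean replicate inhibition of at least 30% and at least 1% of replicates passing that level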;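 further: 0% = median of the neutral control wells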
# HIF-2a block: HIF-2a reporter inhibitors, primary screen, luminescence, 786-0 RCC cells. AID 624352, 2012. 786-0 RCC cells HIF-2a reporter, luciferase luminescence, overnight. hit rate 0.72% among 360,000. inhibition, % at 18.8 µM;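 active means inhibition of the luminescence signal of 40% or more relative to plate controls, in a single-dose primary screen at 18.75 µM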
# NR2E3 ag-2: inhibitors of NR2E3-RetCOR corepressor binding, primary screen, NR2E3 agonist project, biochemical, TR-FRET, GST-NR2E3, biotin-RetCOR. Photoreceptor-specific nuclear receptor (Homo sapiens), Q9Y5X4. 1536-well. inhibition of corepressor binding, % at 4.78 µM. hit rate 0.12% among 320,000. AID 2300, 2010;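 active means percent inhibition above the cutoff of mean plus 3 SD of all tested compounds, set per screening campaign, cut at about 20% in these data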;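 further: 0% = DMSO wells and 100% = biotin wells as full block of FRET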
#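 Material: NR2E3–RetCOR corepressor complex / Incubation: Compound–protein incubation for 5 h at 4 °C / Dosing: compound at 4.8 µM, single dose / Detection: time-resolved FRET / Benchmarks: high control biotin, low control 0.6% DMSO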
# * = called active by the depositor; . = not tested or not shown; + = active, no number.
canonical_smiles	Peg3 prom inh	TRPM1 prom inh	NR2E3 ag-2	CaV13 FRET inh	CF NFkB inh	Shn3 inh set2	HIF-2a block	KKLEB tox	PDI inh	Vif imaging	NR2E3 ag-1
O=C(c1cccc(S(=O)(=O)N2CCCCC2)c1)N1CCN(c2ccccc2)CC1	8	1	.	-9	-2	-17	6	2	6	8	-40
CCCn1c(N)c(N(CCOC)C(=O)c2cc(S(=O)(=O)N3CCCCCC3)ccc2OC)c(=O)[nH]c1=O	12	4	-1	-9	2	-1	2	-3	7	-3	9
CCN(CC)CCCNC(=O)CNC(=O)c1nn(-c2ccc(OC)cc2)c(=O)c2ccccc12	5	-2	1	1	8	18	17	-14	1	-6	-2
COC(=O)c1sccc1NC(=O)c1ccccc1C(=O)O	-11	5	4	-3	-2	15	13	13	17	-3	24
O=C(Nc1ccccc1)c1ccc(S(=O)(=O)NCC2CCCO2)cc1 (configuration not stated)	-19	6	0	-8	10	-6	-57	6	4	-4	20
CC(C)(C)OC(=O)N(CCc1ccccc1)Cc1ccc(OCc2cccc(NC(=O)C3CCCC3)c2)cc1	-11	3	.	-5	3	10	-1	-21	7	-3	-8
COC(=O)c1cc2occc2n1CC(=O)Nc1ccc(C)cc1C	9	11	-1	-5	-9	-2	-1	4	6	2	-9
CCCc1cc(C(=O)Nc2ccc(C(C)=O)cc2)no1	-223	-37	0	11	3	-13	-119	12	.	-3	-69
CSc1ncccc1C(=O)NC1CCCc2c1cnn2-c1ccc(C)c(C)c1 (configuration not stated)	1	12	0	-2	24	70	-14	-8	2	-35	-22
COc1ccccc1C1CCN(C(=O)c2cnn(-c3ccccc3)c2C)CC1	23	1	1	-4	-3	19	7	4	7	-3	5
Cc1ccc(NS(=O)(=O)c2ccc(Cl)c(N=Nc3c(O)[nH]c(=O)[nH]c3=O)c2)cc1Cl	15	-3	.	-17	-31	8	10	10	13	8	5
O=S(=O)(c1ccccc1)c1nc(-c2ccco2)oc1NCCCn1ccnc1	10	5	3	-3	-2	-6	7	5	-9	-8	10
CSc1oc(-c2ccccc2)nc1C(N)=O	3	-3	-2	-5	-13	19	-29	2	-1	-5	-14
Cc1ccc(C(=O)Nc2cccc(C(=O)N3CCOCC3)c2)cc1	-102	-14	-2	.	-8	-69	-75	-11	1	-1	-35
O=C(NC1CC1)c1cccc(NC(=O)c2cc(S(=O)(=O)N3CCOCC3)ccc2Cl)c1	-4	4	.	-4	10	-1	1	-24	1	-13	16
COc1ccc(S(=O)(=O)Nc2ccc3c(c2)C(=O)N([C@H](C)CO)C[C@H](C)[C@@H](CN(C)C(=O)NC2CCCCC2)O3)cc1	-1	6	.	-11	-8	-10	3	7	0	.	-15
CCN(CC)C(=O)CCS(=O)(=O)c1cccc2nonc12	13	-4	-1	-7	-9	-33	11	-1	0	-3	-12
CCN(C(=O)CSc1nccc(=O)[nH]1)C1CCCCC1	-4	-4	.	-3	-5	-8	2	1	-7	3	21
CN1CCCC(OC(=O)c2cc(F)c(F)c(F)c2F)C1 (configuration not stated)	3	-6	0	-4	-2	-1	13	-5	-4	-10	2
O=C(O)c1cc([N+](=O)[O-])ccc1C(=O)Nc1ccccc1	17	3	-2	-4	-14	-7	7	6	12	14	10
O=C(CN(Cc1ccc(F)cc1)C(=O)CCC(=O)Nc1nccs1)NCc1ccccc1	7	9	1	-4	12	3	9	-10	-1	11	-8
Cc1ccccc1OCc1nc2ccccc2n1C	-334	-59	-1	1	-9	-81	-300	1	-2	4	-120
Cc1sc(NC(=O)c2ccccc2)c(C(=O)NC(C)C)c1C	1	4	-1	-7	-12	10	-20	-1	-5	9	5
O=C(Nc1cccc(C(F)(F)F)c1)N1CCC(c2nc(-c3ccc(F)cc3)no2)CC1	9	6	3	-4	-12	56	-8	-18	6	-20	49
CCOc1ccc(C2C(C(=O)c3ccco3)=C(O)C(=O)N2CCCn2ccnc2)cc1OCC (configuration not stated)	-22	-7	0	-3	-4	-32	-5	1	-5	3	-24
Cc1nc2sc3c(=O)[nH]nnc3c2c(C)c1Br	-22	7	4	-19	-30	0	-12	8	21	15	-17
COc1ccc(OC(=O)c2ccc3nsnc3c2)cc1	-1	-10	1	-1	12	9	-9	8	-9	.	-6
CC(C)C12CN3CC(C(C)C)(CN(C1)C3c1ccc([N+](=O)[O-])o1)C2=O (configuration not stated)	15	-6	1	-3	1	12	8	1	9	0	-7
CC(=O)NCCn1c(SCC(=O)NCCC2=CCCCC2)nc2ccccc2c1=O	9	0	2	-5	13	17	21	-4	-6	-8	14
COc1ccc(S(=O)(=O)N/N=c2\oc3c(OC)cccc3cc2S(=O)(=O)c2ccc(C)cc2)cc1OC	19	9	4	-6	5	1	23	4	1	-1	0
O=C(Cc1ccc(Br)cc1)N1CCN(c2ccccc2)CC1	-33	-16	-2	-2	-3	-1	-64	-2	-1	15	-38
COC(=O)/C=C1\SC(=NC(=O)c2ccc(OC)cc2)NC1=O	-6	-5	3	-7	7	-4	13	-2	2	-5	-19
O=C(Nc1cc(S(=O)(=O)Nc2ccccc2Cl)ccc1O)c1sc2cc(Cl)ccc2c1Cl	9	6	6	-5	-5	19	-10	1	4	3	-18
O=C1S/C(=C/c2ccc(N3CCOCC3)o2)C(=O)N1Cc1c(F)cccc1Cl	-5	-10	4	-4	-25	9	-6	-2	-1	+	-14
O=C(c1cccs1)N(Cc1cc2ccccc2[nH]c1=O)CC1CCCO1 (configuration not stated)	16	5	0	-3	16	-9	2	-4	-6	-2	-3
CC(CC(=O)N1CCc2ccccc21)c1ccccc1 (configuration not stated)	-84	-26	2	0	-4	-11	-114	7	2	-2	-37
CCC(=O)Nc1cccc2cccnc12	2	-9	2	-20	3	-8	6	-33	1	8	-6
CCOc1ccccc1C1C2CCCCC2(O)CCN1C(=O)c1cccs1 (configuration not stated)	-15	-4	0	-17	9	-7	-18	1	19	10	-3
COc1ccc(CCNC(=O)c2ccc(CSc3ccccc3)o2)cc1	2	-10	-3	-6	-11	12	13	-7	5	7	-11
CC(=O)N1C(Nc2ccc(Cl)cc2)CCN1c1ccccc1 (configuration not stated)	-15	-1	0	-9	4	17	20	0	-4	-1	8
COc1ccc(N2CCN(CC(O)COc3ccc(C)cc3C)CC2)cc1 (configuration not stated)	5	-1	0	-20	1	0	8	-15	-13	-7	-14
CCC(C)(C)C1CCc2nc3ccccc3c(C(=O)OC(C)C(=O)Nc3c(C)n(C)n(-c4ccccc4)c3=O)c2C1 (configuration not stated)	41	17	-1	-3	-2	7	10	-1	6	-15	9
COc1ccc(C(=O)c2cn(-c3cccc(Br)c3)nc2C(C)=O)cc1	8	3	1	-2	-3	5	9	0	8	2	-3
CCc1ccc(N2CC(C(=O)Nc3cccnc3)CC2=O)cc1 (configuration not stated)	-5	9	-1	.	-16	.	12	1	6	.	-9
CNC(=O)c1ccc(NC(=O)CCc2c(C)noc2C)cc1	-2	-5	3	-1	14	-7	11	-7	11	4	-32
Cc1ccc(/C=C2\SC(=S)N(c3cccnc3)C2=O)o1	-42	0	-3	-2	1	11	7	5	16	-2	2
O=S(=O)(NCCc1cn2ccccc2n1)c1ccc2c(c1)OCCO2	4	-8	0	-6	20	0	9	8	.	-5	-10
COc1ccc(NC(=O)CSc2ncnc3c2cnn3CCc2ccccc2)cc1	-49	-9	0	.	-14	7	-22	-10	-9	-8	-31
COc1ccc(NC(=O)CN(C)C(=O)CCc2ccccc2)cc1	1	-1	-1	-4	2	-6	-2	-1	-9	16	5
Cc1ccccc1C(=O)Nc1c(C)[nH]c(=O)[nH]c1=O	25	-7	3	-4	-5	-42	3	4	-2	-20	2
O=C(CCn1c(=O)c2ccccc2n(CC(=O)N2CCN(c3ccccc3)CC2)c1=O)NCc1ccco1	2	-13	-1	-16	-3	24	4	6	2	1	-4
Cc1ccccc1NC(=O)c1csc2c1CCCC2	-128	-65	1	-3	1	-27	-156	-2	-2	-7	-53
Cc1cc(C(=O)Nc2c(C)n(C)n(-c3ccccc3)c2=O)cs1	10	-3	0	-9	8	4	-7	15	-7	-2	1
O=S(=O)(NCc1ccccn1)c1ccc(Cl)s1	-13	7	0	-5	-2	6	10	6	7	11	8
CN(CCc1ccccn1)C(=O)CCC1CCCN(C(=O)c2c(F)ccc(F)c2F)C1 (configuration not stated)	2	-6	0	-6	-1	9	13	-7	-7	4	-17
CCN(CC)CCNS(=O)(=O)c1ccc(OC)c(Br)c1	4	9	-1	-4	-11	-14	7	-2	7	22	1
COc1cc(N(C)C)c([N+](=O)[O-])cc1C(=O)N1CCOCC1	12	-1	3	0	-5	6	13	4	0	-4	-35
COc1ccc(C(CNC(=O)c2cc3ccccc3o2)N2CCCC2)cc1 (configuration not stated)	-17	-30	0	-5	-6	-1	-16	-16	-1	-3	-13
CCOC(=O)N1CCN(c2ccc(S(=O)(=O)N3CCOCC3)cc2[N+](=O)[O-])CC1	-51	3	1	-6	18	-1	8	1	1	-11	-18
Cc1ccc(NC(=O)CSc2ncnc3ccccc23)cc1S(=O)(=O)N1CCOCC1	19	13	3	-2	56*	9	29	-21	-3	-16	-10
CCCC(=O)N1CCC1(C)C(=O)Nc1ccc2c(c1)OCCO2 (configuration not stated)	0	.	.	-5	-23	2	4	3	2	1	-10

# Three compounds already listed, arranged by the value under NR2E3 ag-1, highest first.
Structure | Peg3 prom inh | TRPM1 prom inh | NR2E3 ag-2 | CaV13 FRET inh | CF NFkB inh | Shn3 inh set2 | HIF-2a block | PDI inh | Vif imaging | NR2E3 ag-1
O=C(NC1CC1)c1cccc(NC(=O)c2cc(S(=O)(=O)N3CCOCC3)ccc2Cl)c1 | -4 | 4 | . | -4 | 10 | -1 | 1 | 1 | -13 | 16
Cc1ccc(/C=C2\SC(=S)N(c3cccnc3)C2=O)o1 | -42 | 0 | -3 | -2 | 1 | 11 | 7 | 16 | -2 | 2
O=C(CN(Cc1ccc(F)cc1)C(=O)CCC(=O)Nc1nccs1)NCc1ccccc1 | 7 | 9 | 1 | -4 | 12 | 3 | 9 | -1 | 11 | -8
